MT1-MMP act inh: blockers of MT1-MMP proenzyme processing, primary screen, HT1080 RFP-PRO-GFP cells, GFP/RFP fluorescence; Matrix metalloproteinase-14 (Homo sapiens), P50281; GFP/RFP ratio fluorescence, overnight; percent of plate control window, DMSO zero; GFP/RFP ratio change, % at 20 µM; 0.061% of 360,000 active;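 active means GFP/RFP ratio change of at least 30% with cell ATP level not reduced by more than half and red fluorescence within 50% of control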; further: strong numbers were not always called active
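Material: RFP-PRO-GFP reporter HT1080 cells. Dosing: single-point 20 µM compound, 1% DMSO. Controls: DMSO and RFP-L50D-GFP cell wells. Timing: cells overnight before dosing, compound overnight, 37 °C, 5% CO2. Measure: GFP/RFP fluorescence ratio.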
Rpn11 block: Rpn11 (PSMD14) deubiquitinase inhibitors, primary screen, biochemical, fluorescence polarization, uHTS; 0.59% of 360,000 active; 26S proteasome non-ATPase regulatory subunit 14 (Homo sapiens), O00487; calls only at 20 µM; human 26S proteasome, Ub4-pepOG fluorescence polarization; 20S core pre-blocked with epoxomicin;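 active means inhibition at 20 µM, scaled to each plate's controls, above about 33%, limit read from the data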
Target sequence (O00487 whole entry, looked up): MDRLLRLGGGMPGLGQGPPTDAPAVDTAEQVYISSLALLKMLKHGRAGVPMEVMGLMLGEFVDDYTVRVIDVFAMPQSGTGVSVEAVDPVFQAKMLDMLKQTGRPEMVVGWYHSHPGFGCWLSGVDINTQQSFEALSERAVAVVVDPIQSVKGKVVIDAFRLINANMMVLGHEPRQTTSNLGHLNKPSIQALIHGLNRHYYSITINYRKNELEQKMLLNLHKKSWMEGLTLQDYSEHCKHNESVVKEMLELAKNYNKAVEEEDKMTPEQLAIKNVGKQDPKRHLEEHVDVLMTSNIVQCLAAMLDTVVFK
Rin1 Abl inh: inhibitors of Rin1-Abl protein binding, primary screen, biochemical, TR-FRET; Tyrosine-protein kinase ABL1 (Homo sapiens) + Ras and Rab interactor 1 (Homo sapiens), …; inhibition, % at 7.35 µM; 0.4% of 360,000 active; AID 588664, 2011; in the data active means inhibition above about 5%, passing the limit was not always enough
bovine MsrA act: bovine MsrA enzyme activators, primary screen, biochemical, absorbance, HTS; activation, % at 10.6 µM; purified bovine MsrA, absorbance read-out; Methionine sulfoxide reductase A (Bos taurus); 0.3% of 360,000 active; in the data active means activation above about 7.5%;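 further: 0% = vehicle and 100% = reference activator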
MLLE-PAM2 inh: inhibitors of PABP1 MLLE–PAM2 peptide binding, primary screen, biochemical, fluorescence polarization, FITC-PAM2, GST-MLLE. Polyadenylate-binding protein 1 (Homo sapiens), P11940. inhibition, % at 20 µM. 0.36% of 360,000 active; in the data active means inhibition above about 35%, passing the limit was not always enough;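 further: plate controls were DMSO wells with GST-MLLE for no effect and wells lacking GST-MLLE protein for full effect; some results filed as inactive read as strong as hits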
Target sequence (P11940 whole entry, looked up): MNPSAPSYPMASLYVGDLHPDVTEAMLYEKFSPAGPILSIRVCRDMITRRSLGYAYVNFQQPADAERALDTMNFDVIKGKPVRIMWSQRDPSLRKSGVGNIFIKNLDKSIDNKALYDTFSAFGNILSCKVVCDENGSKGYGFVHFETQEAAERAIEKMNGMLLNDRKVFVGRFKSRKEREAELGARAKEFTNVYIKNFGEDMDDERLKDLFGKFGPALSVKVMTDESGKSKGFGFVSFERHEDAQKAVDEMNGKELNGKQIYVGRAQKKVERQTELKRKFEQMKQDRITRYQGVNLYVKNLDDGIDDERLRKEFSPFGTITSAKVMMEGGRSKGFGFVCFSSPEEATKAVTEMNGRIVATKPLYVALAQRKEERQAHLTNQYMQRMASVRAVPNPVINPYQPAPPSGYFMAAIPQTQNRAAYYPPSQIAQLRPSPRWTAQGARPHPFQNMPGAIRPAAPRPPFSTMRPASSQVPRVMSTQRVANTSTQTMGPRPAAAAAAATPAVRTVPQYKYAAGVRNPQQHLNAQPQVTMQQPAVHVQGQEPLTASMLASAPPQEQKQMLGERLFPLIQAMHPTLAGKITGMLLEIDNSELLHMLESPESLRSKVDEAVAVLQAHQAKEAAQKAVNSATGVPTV
eLon inh: inhibitors of E. coli Lon protease, primary screen, biochemical, fluorescence polarization; inhibition, % at 7.94 µM; 0.42% of 360,000 active; purified E. coli Lon protease; P0A9M0; in the data active means inhibition above about 13%, passing the limit was not always enough;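 further: 0% = enzyme with probe and DMSO and 100% = no enzyme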
FAS-TE inh: FAS thioesterase domain inhibitors, primary screen, biochemical, fluorescence intensity, uHTS. Fatty acid synthase (Homo sapiens), P49327. recombinant FAS-TE, OMFH fluorogenic substrate, fluorescence endpoint. inhibition, % at 15 µM. 0.67% of 360,000 active. AID 602261, 2012;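 active means compounds whose normalised, plate-corrected inhibition of enzyme fluorescence in the single-dose primary screen is 50% or more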;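 further: 0% = DMSO with enzyme and 100% = substrate without enzyme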
CSN deneddyl inh: inhibitors of CSN-mediated cullin deneddylation, primary screen, biochemical, fluorescence polarization, uHTS; 0.38% of 360,000 active; Purified CSN, SCF-Nedd8-OG deneddylation; inhibition, % at 12.5 µM; AID 651999, 2013; COP9 signalosome complex subunit 5 (Homo sapiens), Q92905;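 active means pattern-corrected inhibition above about 35%, with an unprinted fluorescence ratio check between 0.5 and 1.5, limit read from the data, passing the limit was not always enough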;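 further: 0% = enzyme with substrate and 100% = substrate without enzyme; some results filed as inactive read as strong as hits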
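Material: human Csn5 produced in HEK293T cells; Input: enzyme 0.24 nM; Reagent: SCFSkp2-Nedd8OG substrate at 10 nM final; Dosing: 12.5 µM compound; Incubation: 90 min reaction at room temperature; Detection: fluorescence polarization of the substrate; Evaluation: % inhibition of substrate cleavage by Csn5; Control set: substrate-only high control, full reaction low control.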
MsrA inhibitor: bovine MsrA enzyme inhibitors, primary screen, biochemical, absorbance, HTS; Methionine sulfoxide reductase A (Bos taurus); purified bovine MsrA, absorbance read-out; inhibition, % at 15.5 µM; 0.75% of 360,000 active; AID 651718, 2012; in the data active means inhibition above about 4.5%;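 further: 0% = vehicle wells with enzyme and 100% = reference inhibitor wells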
* = called active by the depositor; i = inactive; nt = no result given; + = active, no number.

SMILES	MT1-MMP act inh	Rpn11 block	Rin1 Abl inh	bovine MsrA act	MLLE-PAM2 inh	eLon inh	FAS-TE inh	CSN deneddyl inh	MsrA inhibitor
CCCC(c1nnnn1CCOC)N1CCN(c2cccc(OC)c2)CC1 (centres undefined)	-0.2	i	-2.0	-1.9	-5.6	0.9	-10.0	-1.9	2.1
COc1cc(C(C(=O)NC2CCCC2)N(CCO)C(=O)Cn2nnc(-c3ccc(C)o3)n2)ccc1O (centres undefined)	0.0	i	3.1	-2.8	-2.4	-9.1	-2.3	-0.9	-0.6
O=C(NCc1ccccc1)c1nccnc1CO	1.6	i	0.2	0.2	15.9	-8.4	-3.2	-1.3	-0.5
CCn1c(CNc2ccc(Cl)cc2)nnc1SCC#N	0.8	i	-2.9	-0.2	-1.2	-8.5	-6.6	1.8	-0.8
COc1ccc(NC(=O)c2ccc3c(c2)C(=O)N(Cc2cccnc2)C3=O)cc1	1.1	i	0.6	2.3	1.4	-2.2	-9.8	2.2	-0.2
COc1cccc(NC(=O)CN(C)C(=O)c2ccc(COc3ccccc3)cc2)c1	0.7	i	1.9	-7.3	-9.9	2.6	8.4	0.8	0.3
Cc1cccc(NC(=O)NCC(c2ccco2)N2CCCCC2)c1 (centres undefined)	-0.4	i	-1.0	-1.4	19.5	-4.8	-1.6	3.6	0.1
O=C(NCCCN1CCOCC1)/C(=C/c1cccnc1)NC(=O)c1ccccc1	-1.1	i	-3.4	-2.5	1.0	-9.6	-0.5	-10.8	2.2
COC(=O)C1=C(NC(=O)C2CCCCC2)CCS1	-0.4	i	-2.2	-10.1	23.2	-4.6	-6.4	-10.5	2.1
COC(=O)CSc1ncc(C#N)c(N)n1	0.4	i	-1.1	-10.9	-7.3	-3.1	-15.0	-1.2	1.7
O=C(Nc1nncs1)c1ccccc1NS(=O)(=O)c1cccs1	-0.3	i	-6.6	-4.9	7.1	-4.5	6.5	0.6	0.7
O=C(O)Cc1sc(-c2ccccc2Cl)nc1-c1ccccc1	4.4	i	-2.3	-3.9	-7.3	2.8	-7.4	8.5	1.3
C[C@@H]1C(NC(=O)c2ccccc2)CC2CC1C2(C)C (some centres undefined)	-2.5	i	1.5	0.9	3.0	-4.7	2.6	1.5	-1.8
Cc1ccc(S(=O)(=O)N(CC(=O)Nc2cccc(C)c2C)C(=O)N2CCN(C)CC2)cc1	-0.3	i	0.3	-1.2	0.8	-6.3	-7.3	-4.0	-0.7
CCN1CCc2c(OCC(=O)Nc3ccccc3)cccc2C1=O	-1.7	i	-1.8	-2.6	-14.6	-9.6	-6.6	-2.6	1.9
Cc1ccc(OCCn2c(C)c(/C=N/n3cnnc3)c3ccccc32)cc1	1.2	i	-2.0	-3.3	-6.9	-5.0	3.4	5.3	1.2
COc1ccc(C(=O)N2CCN(Cc3ccc(OC)c(OC)c3)CC2)cc1	-4.4	i	1.9	-1.6	1.1	-2.1	-6.5	9.1	-0.1
COc1ccc(C(CNC(=O)CN(C)S(=O)(=O)c2ccc(C)cc2)N2CCCC2)cc1 (centres undefined)	1.5	i	-1.1	-1.8	-14.1	-1.3	-0.4	-2.6	-0.6
Cc1nc2c(C)cccc2c2c1COC2	2.5	i	0.3	-2.2	-2.7	-4.7	-6.8	-3.2	1.0
COCCN(C(=O)Nc1ccc(OC)cc1OC)C1CCN(C(C)=O)CC1	-1.0	i	2.5	-0.5	-6.3	1.1	-8.7	1.7	0.4
CCN1C(=O)C(=O)N(CC(=O)Nc2cc(C)ccc2C)C1=O	3.2	i	1.7	-1.3	-56.8	17.4	-2.8	3.1	0.2
O=C(Nc1c2c(nn1-c1ccc(F)cc1)CS(=O)C2)c1ccc2c(c1)OCO2 (centres undefined)	3.3	i	0.9	-0.6	-1.1	-0.1	-5.3	1.6	2.0
COc1cc(C(=O)NCCC(=O)N2CCCCC2)cc(OC)c1OC	-0.2	i	2.4	-3.5	2.9	0.1	-5.1	-0.6	-0.5
CC(C)Oc1ccc(CN2CCC(n3nccc3NC(=O)CCc3ccccc3)CC2)cc1	1.6	i	5.3	-2.3	-16.2	4.6	-1.7	-1.9	0.4

Full records, looked up by structure. Order of screens: MT1-MMP act inh | Rpn11 block | Rin1 Abl inh | bovine MsrA act | MLLE-PAM2 inh | eLon inh | FAS-TE inh | CSN deneddyl inh | MsrA inhibitor
Cc1ccc(S(=O)(=O)N(CC(=O)Nc2cccc(C)c2C)C(=O)N2CCN(C)CC2)cc1 in the list: -0.3 | i | 0.3 | -1.2 | 0.8 | -6.3 | -7.3 | -4.0 | -0.7
Cc1nc2c(C)cccc2c2c1COC2 in the list: 2.5 | i | 0.3 | -2.2 | -2.7 | -4.7 | -6.8 | -3.2 | 1.0
COc1ccc(C(CNC(=O)CN(C)S(=O)(=O)c2ccc(C)cc2)N2CCCC2)cc1 (centres undefined) in the list: 1.5 | i | -1.1 | -1.8 | -14.1 | -1.3 | -0.4 | -2.6 | -0.6
COc1cc(C(=O)NCCC(=O)N2CCCCC2)cc(OC)c1OC in the list: -0.2 | i | 2.4 | -3.5 | 2.9 | 0.1 | -5.1 | -0.6 | -0.5

(more compounds)
SMILES	MT1-MMP act inh	Rpn11 block	Rin1 Abl inh	bovine MsrA act	MLLE-PAM2 inh	eLon inh	FAS-TE inh	CSN deneddyl inh	MsrA inhibitor
COc1cccc(-c2nn(-c3ccccc3)cc2CN(C)C(C)c2ccncn2)c1 (centres undefined)	-0.4	i	0.0	-3.0	10.1	-6.7	4.7	1.6	-0.1
Cc1c(C(=O)N2CCOCC2)sc(NC(=O)c2ccccc2F)c1C#N	-0.5	i	1.4	-7.1	-20.1	-5.3	-1.4	2.1	1.4
COc1ccc(NC(=O)CCNC(=O)c2ccco2)cc1OC	1.8	i	3.2	-1.8	-12.8	6.8	-6.0	1.8	-0.3
Cc1cccc(CCNC(=O)CC2C(=O)NCCN2Cc2ccc(F)c(F)c2)n1 (centres undefined)	-7.4	i	-0.9	-3.0	21.9	16.3	-2.6	-14.5	-0.7
COc1ccccc1-c1n[nH]c(=S)n1-c1ccccc1	3.8	i	-8.9	-1.1	3.2	5.0	-6.5	-4.3	0.7
CCOC(=O)c1c(C)n(CC)c2ccc(OC(=O)c3ccc([N+](=O)[O-])cc3)cc12	5.1	i	0.0	-5.8	4.2	7.0	21.0	-2.1	1.8
O=S1(=O)CC(N2CCSCC2)CN1Cc1cn(Cc2cccc(C(F)(F)F)c2)nn1 (centres undefined)	4.9	nt	nt	-0.2	nt	-7.2	-8.3	2.5	-1.3
COc1cc(/C=N/Nc2ccccc2[N+](=O)[O-])ccc1OC(=O)c1ccccc1F	16.6	i	-0.6	-3.1	6.2	0.6	12.2	1.9	0.8
COC(=O)c1ccccc1NC(=O)COc1ccc(S(=O)(=O)N2CCCC2)cc1C	2.7	i	-3.6	-3.2	-4.1	-9.2	27.4	-4.5	-0.3
CCN(CC)c1ccc(C(=O)c2cnc(/N=C/N(C)C)s2)cc1	-5.7	i	-6.5	-3.3	-9.3	-18.2	-0.7	-6.0	2.1
O=C(CN1C(=O)NC2(CCCCCCC2)C1=O)N1CCN(C(=O)c2ccco2)CC1	-0.9	i	1.2	-2.9	-5.0	-4.2	-0.7	7.9	-1.2
CC1(C)Cc2c(sc3nc(-c4ccccc4)oc(=O)c23)CO1	-0.3	i	-2.7	-3.8	4.2	-2.1	5.0	-5.0	-0.7
COc1cccc(-c2cnc(C(O)c3cccc(F)c3)[nH]2)c1 (centres undefined)	2.4	i	-2.6	-2.5	5.0	5.7	-9.4	-1.8	0.5
Cc1ccc(C(C)C)c(OCC(O)CN2CCc3ccccc3C2)c1 (centres undefined)	-1.0	i	0.9	1.0	10.8	3.5	7.9	2.5	-0.1
CCC(=O)N(CCC(Cc1ccccc1)c1ccc2c(c1)OCO2)Cc1ccccc1F (centres undefined)	-19.3	i	0.6	-6.9	5.5	-2.5	21.3	8.8	1.0
CC(C)CNc1ncnc2c1ncn2[C@H]1CN(Cc2ccncc2)C[C@@H](CO)O1	-0.1	i	2.4	-6.9	-5.1	1.9	-11.7	-0.8	-0.3
COc1ccc2sc(N(CCCN(C)C)C(=O)c3ccc(S(=O)(=O)N4CCc5ccccc5C4)cc3)nc2c1	6.1	i	-1.2	-9.5	-3.4	2.4	18.5	2.7	-1.1
CCc1noc(C)c1C(=O)Nc1ccc(C)c(S(=O)(=O)N2CCCCCC2)c1	2.3	i	0.0	-1.4	18.4	13.2	12.8	3.1	-0.2
CCOC(=O)CCc1c(C)c2ccc(OCC(=O)OC(C)C)cc2oc1=O	7.7	i	0.5	-6.3	2.4	7.5	-1.2	3.7	0.9
COc1cc(NC(=O)C2CC2)c(OC)cc1NC(=O)CCC(=O)NC1CCN(Cc2ccccc2)CC1	16.2	i	-0.4	-12.7	-1.1	-15.2	-1.9	-17.1	1.3
Cc1ccc(-c2nn(CC(=O)NCc3cc(-c4nn(C)c(=O)c5ccccc45)ccc3C)c(=O)c3ccccc23)cc1	-58.0	+	0.8	-3.0	-18.8	-5.5	-23.0	26.7	-0.4
Cc1ccc(-c2c3c(=O)n(C)c(=O)n(C)c3cn2Cc2cccnc2)cc1	0.6	i	2.1	-1.4	4.1	0.1	-2.4	1.3	1.6
Cc1cccc(COC[C@H](CC(C)C)N2CCN(C(=O)c3ccc(C(C)(C)C)cc3)CCC2=O)c1	-13.0	nt	nt	-1.5	nt	5.9	54.3*	-5.5	-0.3
O=C(COc1ccc(/C=N/NC(=O)C(=O)N2CCCCCC2)cc1)Nc1ccccc1Cl	-2.6	i	0.0	2.1	0.3	-16.4	-1.2	-0.4	2.7
CCOc1cccc(/C=N/N=C/c2cccc(OCC)c2O)c1O	3.1	i	5.5	-12.4	-3.0	4.2	-2.5	-6.2	-0.7
O=C(Nc1cc(Cl)ccc1O)c1snnc1-c1ccccc1	-15.1	i	-0.9	1.1	3.0	-2.2	-15.4	5.0	-0.3
CC1CC(C)CN(C(=O)c2ccc(NC(=O)c3ccc(=O)[nH]c3)cc2)C1 (centres undefined)	-3.0	i	-1.4	-8.6	9.7	-8.5	-7.7	0.4	-0.1
CC(=O)N(CN1C(=O)c2ccccc2C1=O)c1cccc(C)c1	-2.1	i	-1.1	-3.2	5.5	-5.3	-3.0	-2.7	-0.9
O=C(c1cccc([N+](=O)[O-])c1)c1cc2ccccc2o1	4.2	i	0.5	8.8*	8.2	-4.9	17.7	0.6	0.7
O=C(Nc1ccc(S(=O)(=O)N2CCCCCC2)cc1)c1ccc(Br)o1	-0.8	i	-2.4	-0.7	-2.8	2.2	20.0	-0.4	-0.1
N#Cc1ccc(-c2ccc3nccn3c2)cc1	-1.0	i	-5.9	-0.8	-89.5	0.9	-4.4	-2.4	-0.2
O=S(=O)(Nc1ccc(N2CCCCC2)cc1)c1ccccc1F	2.4	i	-3.6	-3.6	8.1	-8.4	-0.5	-1.5	-1.3
O=C(Nc1ccccc1)Nc1ccccc1C(=O)NCC1CC1	14.4	i	2.6	-8.9	-1.8	3.4	2.7	-3.6	-1.4

This is a random part of the collection; overall some 3.7% were active at least once.
